Exocytosis inh: LAMP-1 surface exposure blockers, TALL-104 cells – cell-based, flow cytometry, MLPCN library, primary screen; TALL-104 LAMP-1 surface exposure; cells stimulated with thapsigargin and PMA; inhibition, % at 10 µM; 0.66% of 360,000 active; AID 651702, 2012;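 active = inhibition above about 55%, limit read from the data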
H9c2 protect: cardioprotection against H2O2-induced cell death, primary screen, uHTS, H9c2 cells, ATPLite luminescence; H9c2 cardiomyocytes, H2O2 injury protection, 2 h; protection from H2O2 cell death, % at 20 µM; 0.63% of 360,000 active;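 active = compounds giving at least 50% protection of heart cells from peroxide-induced death in the single-dose screen, raw or plate-pattern-corrected value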;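 note: 0% = DMSO wells with peroxide and 100% = DMSO wells without peroxide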
CaV13 ICDI inh: Primary screen for inhibitors of IQ motif and Ca2+-dependent inactivation inhibitor domain binding in CACNA1D, Förster resonance energy transfer in living cells, …; inhibition, % at 12.3 µM; HEK cells, CFP/YFP FRET ICDI-IQ, plate reader, 10 min; percent FRET-ratio fall versus neutral wells; 0.098% of 340,000 active;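 active = mean replicate inhibition of at least 30% and at least 1% of replicates passing that level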;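 note: 0% = median of the neutral control wells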
ABCB6 inh MLPCN: ABCB6 transporter inhibitors, primary screen, K562-ABCB6 cells, flow cytometry, MLPCN library. ATP-binding cassette sub-family B member 6 (Homo sapiens), Q9NP58. fluorescence ratio to DMSO, % at 10 µM. K562-ABCB6 porphyrin accumulation, 1 h; active compounds read low. AID 602162, 2011. 0.19% of 360,000 active;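 active = fluorescence ratio to DMSO below 75%, the collection mean minus 3 SD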;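 note: signal is porphyrin accumulated inside mitochondria; 100% equals median channel fluorescence of DMSO control wells; lower ratio means ABCB6 inhibition with less porphyrin fluorescence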
N-glyco inh: increase of ERlucT glycosylation luciferase signal, primary screen, N-linked glycosylation inhibitor project, D54 ERlucT cells, luminescence, set 2 | D54 ERlucT glycosylation luciferase reporter, 24 h; percent of 100 nM tunicamycin response | reporter increase, % at 12.5 µM | 0.23% of 360,000 active | AID 588692, 2011;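 active = mean luciferase reporter signal, scaled so untreated is 0 and the glycosylation-blocking control 100, at or above a set limit in every replicate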;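 note: luciferase carries N-glycosylation sites so blocking glycosylation raises the light; 0% = median of neutral control wells and 100% = median of 100 nM tunicamycin wells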
ABHD5-PLIN5 inh: ABHD5-PLIN5 interaction inhibitors, primary screen, cell lysate, split luciferase complementation, luminescence; 0.78% of 360,000 active; inhibition, % at 4 µM; AID 602281, 2012; Split G. princeps luciferase complementation, 4 h; Perilipin-5 (Homo sapiens) + 1-acylglycerol-3-phosphate O-acyltransferase ABHD5 (Homo …;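 active = inhibition above the mean inhibition across every tested compound plus 3 SD, cut at about 22% in these data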;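 note: 0% = DMSO only wells and the 100% control is not disclosed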
m5-HT2A agonist: mouse Htr2a agonists via beta-arrestin recruitment, primary screen, cell-based, luminescence | 0.66% of 360,000 active | AID 624169, 2012 | CHO-K1 mHTR2A beta-arrestin complementation; percent of 30 µM serotonin response | activation, % at 7.6 µM | 5-hydroxytryptamine receptor 2A (Mus musculus), P35363;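 active = activation above a run cutoff, the mean activation of all tested compounds plus 3 SD, cut at about 14% in these data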;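 note: 0% = plate median of compound wells and 100% = 30 µM serotonin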
Target sequence (P35363 whole entry, looked up): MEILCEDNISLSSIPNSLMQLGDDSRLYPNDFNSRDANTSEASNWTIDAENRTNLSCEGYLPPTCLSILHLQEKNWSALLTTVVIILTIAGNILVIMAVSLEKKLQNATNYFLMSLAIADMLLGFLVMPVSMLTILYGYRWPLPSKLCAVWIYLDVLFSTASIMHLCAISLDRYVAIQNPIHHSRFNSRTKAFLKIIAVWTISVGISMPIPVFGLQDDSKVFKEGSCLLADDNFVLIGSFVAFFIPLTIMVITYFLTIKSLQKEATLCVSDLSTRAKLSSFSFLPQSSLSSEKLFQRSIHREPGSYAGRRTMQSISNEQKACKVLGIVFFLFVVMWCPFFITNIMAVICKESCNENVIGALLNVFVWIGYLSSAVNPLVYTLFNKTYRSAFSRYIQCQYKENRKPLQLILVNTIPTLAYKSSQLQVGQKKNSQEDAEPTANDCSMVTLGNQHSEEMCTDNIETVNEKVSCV
MC4R antagonist: MC4R antagonists of cAMP signaling, primary screen, cell-based, TR-FRET, antagonist arm of biased-ligand search; 0.48% of 360,000 active; MC4R-expressing cells, MTII-stimulated cAMP, LANCE TR-FRET; Melanocortin receptor 4 (Homo sapiens), P32245; AID 540295, 2011; inhibition, % at 6.5 µM;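 active = inhibition above its plate's cutoff, the mean of tested wells on that plate plus 3 SD, cut at about 29% in these data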;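 note: 0% = Melanotan II alone and 100% = Melanotan II plus saturating MCL0020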
Target sequence (P32245 whole entry, looked up): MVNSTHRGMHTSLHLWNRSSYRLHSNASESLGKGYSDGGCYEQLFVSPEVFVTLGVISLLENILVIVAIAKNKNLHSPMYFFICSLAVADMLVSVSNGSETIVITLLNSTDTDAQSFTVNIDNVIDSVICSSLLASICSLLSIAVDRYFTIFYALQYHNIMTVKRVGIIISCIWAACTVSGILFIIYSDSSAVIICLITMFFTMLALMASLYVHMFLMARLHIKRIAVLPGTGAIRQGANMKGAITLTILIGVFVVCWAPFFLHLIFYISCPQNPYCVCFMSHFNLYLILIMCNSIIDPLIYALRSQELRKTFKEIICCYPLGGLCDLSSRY
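Test system: U2OS cells stably expressing human melanocortin 4 receptor (MC4R); also added: Melanotan II challenge; compound: 6.5 µM single dose; timing: 30-min compound preincubation, 1-h Melanotan II challenge, 1-h detection, room temperature; signal: Eu-cAMP/anti-cAMP TR-FRET, emission 671 nm; repeats: one well per compound, no replicates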
MC4R ag barr: MC4R agonists recruiting beta-arrestin, primary screen, cell-based, luminescence, agonist arm of biased-ligand search; U2OS MC4R beta-arrestin complementation; percent of melanotan II response, DMSO zero; activation, % at 8.9 µM; 0.98% of 360,000 active;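 active = activation above a per-plate cutoff, the mean activation of sample wells on that plate plus 3 SD, cut at about 8% in these data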
PDI turbidity: inhibitors of human PDI, primary screen, biochemical, turbidity, single point, plate reader; Protein disulfide-isomerase (Homo sapiens), P07237; PDI insulin aggregation turbidity, A650, 90 min; inhibition, % at 10 µM; 0.052% of 350,000 active;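 active = mean inhibition across replicates of 30% or more, whatever share of single replicates reach that level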;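 note: absorbance from insulin aggregation driven by PDI reduction with DTT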
Starred values were filed as active, the others as inactive.

For Cc1ccc(NC(=O)CSc2nc(CSc3ccc(C)cc3)cc(=O)[nH]2)cc1 the results were Exocytosis inh 16, H9c2 protect 2, CaV13 ICDI inh -5, ABCB6 inh MLPCN 108, N-glyco inh 3, ABHD5-PLIN5 inh -2, m5-HT2A agonist -4, MC4R antagonist 8, MC4R ag barr -2.5 and PDI turbidity -12.
For CCNc1ccc(C(=O)OCC(=O)N2CCCC2)cc1[N+](=O)[O-] the results were Exocytosis inh 6, H9c2 protect 0, CaV13 ICDI inh -4, ABCB6 inh MLPCN 101, N-glyco inh 2, ABHD5-PLIN5 inh 5, m5-HT2A agonist 3, MC4R antagonist 3, MC4R ag barr 0.5 and PDI turbidity -3.
CCOC(=O)c1ccc(N2CCN(c3ccccc3F)CC2)c(NC(=O)Nc2cccc(OC)c2)c1 was read as Exocytosis inh 3, H9c2 protect 6, CaV13 ICDI inh -3, ABCB6 inh MLPCN 97, N-glyco inh -5, ABHD5-PLIN5 inh -3, m5-HT2A agonist 3, MC4R antagonist 4, MC4R ag barr 1.9 and PDI turbidity -5.
For O=C(CCNC(=O)c1ccco1)Nc1ccccc1OC(F)F the results were Exocytosis inh 0, H9c2 protect -1, CaV13 ICDI inh -5, ABCB6 inh MLPCN 94, N-glyco inh 1, ABHD5-PLIN5 inh 0, m5-HT2A agonist -1, MC4R antagonist 5, MC4R ag barr 1.1 and PDI turbidity -13.
Screening COc1cc(C(=O)NCCc2cc3c(OC)ccc(OC)c3[nH]c2=O)cc(OC)c1OC returned Exocytosis inh -2, H9c2 protect 24, CaV13 ICDI inh 5, ABCB6 inh MLPCN 99, N-glyco inh 3, ABHD5-PLIN5 inh 7, m5-HT2A agonist 2, MC4R antagonist 13, MC4R ag barr 1.4 and PDI turbidity 12.
Screening CN1CCN(c2ccc(Cl)cc2NC(=O)CC2OC(=O)c3ccccc32)CC1 (configuration not stated) returned Exocytosis inh 2, H9c2 protect 2, CaV13 ICDI inh -3, ABCB6 inh MLPCN 98, N-glyco inh -2, ABHD5-PLIN5 inh -5, m5-HT2A agonist -2, MC4R antagonist 3, MC4R ag barr -3.5 and PDI turbidity -6.
COCCn1c(=S)[nH]c2cc(C(=O)N3CCc4ccccc4C3)ccc2c1=O was read as Exocytosis inh 3, H9c2 protect 2, CaV13 ICDI inh -6, ABCB6 inh MLPCN 102, N-glyco inh 1, ABHD5-PLIN5 inh -1, m5-HT2A agonist 2, MC4R antagonist 0, MC4R ag barr -1.5 and PDI turbidity -13.
`O=C(NCCO)C(=O)Nc1cc2c3c(c1)CCC(=O)N3CCC2` gave Exocytosis inh -1, H9c2 protect 2, CaV13 ICDI inh -3, ABCB6 inh MLPCN 97, N-glyco inh 1, ABHD5-PLIN5 inh 1, m5-HT2A agonist 14, MC4R antagonist 9, MC4R ag barr -0.9 and PDI turbidity -9.
`COCc1cc(C)nc2oc(C(=O)c3ccccc3)c(N)c12` gave Exocytosis inh -1, H9c2 protect -11, CaV13 ICDI inh 2, ABCB6 inh MLPCN 99, N-glyco inh 4, ABHD5-PLIN5 inh -2, m5-HT2A agonist -4, MC4R antagonist -3, MC4R ag barr -1.1 and PDI turbidity -3.
Screening COc1ccccc1N(CC(=O)NCc1ccccc1)C(=O)CCC(=O)Nc1ccccn1 returned Exocytosis inh 2, H9c2 protect 11, CaV13 ICDI inh -5, ABCB6 inh MLPCN 90, N-glyco inh 1, ABHD5-PLIN5 inh -5, m5-HT2A agonist -4, MC4R antagonist 2, MC4R ag barr -2.0 and PDI turbidity 3.
For CSc1ncccc1C(=O)OCC(=O)c1ccccc1Br the results were Exocytosis inh 1, H9c2 protect -9, ABCB6 inh MLPCN 95, N-glyco inh 3, ABHD5-PLIN5 inh -4, m5-HT2A agonist -6, MC4R antagonist -1, MC4R ag barr 0.0 and PDI turbidity 5.
Cn1cnc(Sc2ncnc3nc[nH]c23)c1[N+](=O)[O-] was read as Exocytosis inh 9, H9c2 protect 1, CaV13 ICDI inh -3, ABCB6 inh MLPCN 95, N-glyco inh 136*, ABHD5-PLIN5 inh -1, m5-HT2A agonist 10, MC4R antagonist 10, MC4R ag barr 0.1 and PDI turbidity 1.
Screening CCOC(=O)C1CCCN(C(=O)COc2ccc(S(=O)(=O)N(CC)c3ccccc3)cc2)C1 (configuration not stated) returned Exocytosis inh -1, H9c2 protect 8, CaV13 ICDI inh -2, ABCB6 inh MLPCN 99, N-glyco inh 2, ABHD5-PLIN5 inh 2, m5-HT2A agonist 2, MC4R antagonist 2, MC4R ag barr 0.0 and PDI turbidity 6.
`Cc1cc(C)c2c(=O)[nH]c(SCC(=O)N3CCCCC3)nc2n1` gave Exocytosis inh -1, H9c2 protect 24, CaV13 ICDI inh -3, ABCB6 inh MLPCN 101, N-glyco inh 2, ABHD5-PLIN5 inh 1, m5-HT2A agonist 0, MC4R antagonist -2, MC4R ag barr -1.5 and PDI turbidity 9.
COC(=O)Cn1c(=O)c2c(nc3n2CCCN3Cc2ccccc2)n(C)c1=O was read as Exocytosis inh -9, H9c2 protect 5, CaV13 ICDI inh -2, ABCB6 inh MLPCN 98, N-glyco inh 3, ABHD5-PLIN5 inh -5, m5-HT2A agonist 7, MC4R antagonist 3, MC4R ag barr -1.8 and PDI turbidity 0.
`O=C(COc1ccc(C(=O)c2ccc(F)cc2)cc1)NCc1ccc(F)cc1` gave Exocytosis inh 1, H9c2 protect -18, ABCB6 inh MLPCN 101, N-glyco inh 17, ABHD5-PLIN5 inh 3, m5-HT2A agonist -4, MC4R antagonist -5, MC4R ag barr -0.2 and PDI turbidity 5.
For CCCN(CC(=O)Nc1ccc(Cl)cc1Cl)Cc1cc(=O)n2ccsc2n1 the results were Exocytosis inh 1, H9c2 protect 6, CaV13 ICDI inh 4, ABCB6 inh MLPCN 93, N-glyco inh 1, ABHD5-PLIN5 inh 2, m5-HT2A agonist -3, MC4R antagonist 20, MC4R ag barr 0.0 and PDI turbidity 6.
For O=C(OC1CCN(c2ncc(C(F)(F)F)cc2Cl)CC1)c1ccc(Cl)cc1 the results were Exocytosis inh 0, H9c2 protect -12, CaV13 ICDI inh -4, ABCB6 inh MLPCN 100, N-glyco inh -1, ABHD5-PLIN5 inh 3, m5-HT2A agonist 3, MC4R antagonist 4, MC4R ag barr -2.3 and PDI turbidity -1.
For O=C(c1cccc(F)c1)N1CCN(C(=O)C2CC2)CC1 the results were Exocytosis inh -2, H9c2 protect -1, CaV13 ICDI inh -5, ABCB6 inh MLPCN 96, N-glyco inh 0, ABHD5-PLIN5 inh 0, m5-HT2A agonist 4, MC4R antagonist 3, MC4R ag barr 3.0 and PDI turbidity 0.
COc1ccc(OC)c(CNc2ncc(-c3cccc([N+](=O)[O-])c3)n2C)c1 was read as Exocytosis inh 0, H9c2 protect 15, CaV13 ICDI inh -6, ABCB6 inh MLPCN 100, N-glyco inh 2, ABHD5-PLIN5 inh -1, m5-HT2A agonist -1, MC4R antagonist 9, MC4R ag barr 0.1 and PDI turbidity 3.
For COc1ccc(NC(=S)NNC(=O)C(C)n2nc(C)c([N+](=O)[O-])c2C)cc1 (configuration not stated) the results were Exocytosis inh -3, H9c2 protect 5, CaV13 ICDI inh -8, ABCB6 inh MLPCN 100, N-glyco inh -1, ABHD5-PLIN5 inh -6, m5-HT2A agonist 0, MC4R antagonist -6, MC4R ag barr 1.4 and PDI turbidity -1.
For C/C(=N\NC(N)=O)c1ccc(-n2ccnc2)cc1 the results were Exocytosis inh -2, H9c2 protect 5, CaV13 ICDI inh -2, ABCB6 inh MLPCN 91, N-glyco inh -1, ABHD5-PLIN5 inh -2, m5-HT2A agonist 3, MC4R antagonist 12, MC4R ag barr -2.4 and PDI turbidity 5.
Screening Cc1cc(C)c2oc(C(=O)N(Cc3ccccc3)C3CCS(=O)(=O)C3)cc(=O)c2c1 (configuration not stated) returned Exocytosis inh 6, H9c2 protect 3, CaV13 ICDI inh -4, ABCB6 inh MLPCN 95, N-glyco inh 1, ABHD5-PLIN5 inh 5, m5-HT2A agonist 9, MC4R antagonist -5, MC4R ag barr 4.5 and PDI turbidity 3.
OC[C@@H]1[C@@H](c2ccccc2)C(c2ccc(F)cc2)=NN1c1ccccc1 was read as Exocytosis inh 1, H9c2 protect -12, ABCB6 inh MLPCN 108, N-glyco inh -1, ABHD5-PLIN5 inh -6, m5-HT2A agonist -2, MC4R antagonist 5, MC4R ag barr 1.9 and PDI turbidity -8.
COC(=O)CCC(=O)N1CCOCCOCCN(C(=O)CCC(=O)OC)CCOCCOCC1 was read as Exocytosis inh -1, H9c2 protect -11, CaV13 ICDI inh -7, ABCB6 inh MLPCN 95, N-glyco inh 1, ABHD5-PLIN5 inh 1, m5-HT2A agonist 0, MC4R antagonist 8, MC4R ag barr 0.5 and PDI turbidity 2.
`Cc1ccccc1Nc1nnc(C)c(=O)[nH]1` gave Exocytosis inh 0, H9c2 protect -2, CaV13 ICDI inh -4, ABCB6 inh MLPCN 104, N-glyco inh 3, ABHD5-PLIN5 inh 5, m5-HT2A agonist 1, MC4R antagonist 7, MC4R ag barr -0.7 and PDI turbidity 1.
For Cc1cccc(-n2ncc3c2CCCC3NC(=O)Cn2cccn2)c1C (configuration not stated) the results were Exocytosis inh 6, H9c2 protect 8, CaV13 ICDI inh -9, ABCB6 inh MLPCN 98, N-glyco inh 0, ABHD5-PLIN5 inh -5, m5-HT2A agonist -4, MC4R antagonist 2, MC4R ag barr -3.6 and PDI turbidity 9.
Cc1ccc(C=C2SC(=S)N(CCCC(=O)Nc3cccc(C(=O)O)c3)C2=O)cc1 was read as Exocytosis inh 1, H9c2 protect -14, CaV13 ICDI inh -7, ABCB6 inh MLPCN 102, N-glyco inh -1, ABHD5-PLIN5 inh -1, m5-HT2A agonist -2, MC4R antagonist 14, MC4R ag barr 0.0 and PDI turbidity -3.
Cn1cc(CN2CCN(CCO)CC2)c(-c2ccc(Oc3ccccc3)cc2)n1 was read as Exocytosis inh 0, H9c2 protect 2, CaV13 ICDI inh -5, ABCB6 inh MLPCN 96, N-glyco inh -2, ABHD5-PLIN5 inh 3, m5-HT2A agonist -7, MC4R antagonist 9, MC4R ag barr -2.5 and PDI turbidity 0.

No enrichment for hits; about 4.2% have a hit in one of these screens.
